From PubChem
CRFR2-BP antag: CRF-BP/CRF-R2 complex antagonism | HEK293 CRF-R2/CRF-BP, CRF-induced calcium fluorescence | inhibition, % at 11.8 µM | hit rate 0.59% among 350,000 | AID 588475;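 active means inhibition of the ligand-induced calcium signal above about 50% at the single tested concentration, limit read from the data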
DNA FID counter: displaces DNA intercalator in HCV helicase counter-screen; DNA fluorescent intercalator displacement, fluorescence; inhibition, % at 7.9 µM; hit rate 0.17% among 290,000; AID 1845; in the data active means inhibition above about 37%;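 further: 0% = vehicle and 100% = reference compound; higher means more ethidium bromide displaced from hairpin DNA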
CRFR2-BP ag: CRF-BP/CRF-R2 complex agonism | HEK293 CRF-R2/CRF-BP, calcium dye fluorescence (FLIPR); percent of saturating CRF peptide response | activation, % at 13.2 µM | hit rate 0.46% among 350,000;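 active means activation of at least 50%, plus an integration ratio under a set limit after plate pattern correction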;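 further: plate controls were neutral control wells without compound for no effect and CRF at EC100 for full effect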
MEKK3 PB1 HTS: raises or lowers MEK5 binding to the human MEKK3 PB1 domain; Q99759; bead-based flow cytometry, Alexa488-MEK5 binding to MEKK3; actives lie on both sides; 0 = blocked by unlabeled MEK5, 100 = vehicle; binding response (% of control), % at 10 µM; hit rate 1.4% among 290,000; AID 1529;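 active means binding response more than 3 SD above or below the average of its plate-row segment, actives on both sides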;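 further: Alexa488 bead fluorescence after subtracting the streptavidin-only scavenger bead signal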
Target sequence (Q99759 whole entry, looked up, the tested form may be a part): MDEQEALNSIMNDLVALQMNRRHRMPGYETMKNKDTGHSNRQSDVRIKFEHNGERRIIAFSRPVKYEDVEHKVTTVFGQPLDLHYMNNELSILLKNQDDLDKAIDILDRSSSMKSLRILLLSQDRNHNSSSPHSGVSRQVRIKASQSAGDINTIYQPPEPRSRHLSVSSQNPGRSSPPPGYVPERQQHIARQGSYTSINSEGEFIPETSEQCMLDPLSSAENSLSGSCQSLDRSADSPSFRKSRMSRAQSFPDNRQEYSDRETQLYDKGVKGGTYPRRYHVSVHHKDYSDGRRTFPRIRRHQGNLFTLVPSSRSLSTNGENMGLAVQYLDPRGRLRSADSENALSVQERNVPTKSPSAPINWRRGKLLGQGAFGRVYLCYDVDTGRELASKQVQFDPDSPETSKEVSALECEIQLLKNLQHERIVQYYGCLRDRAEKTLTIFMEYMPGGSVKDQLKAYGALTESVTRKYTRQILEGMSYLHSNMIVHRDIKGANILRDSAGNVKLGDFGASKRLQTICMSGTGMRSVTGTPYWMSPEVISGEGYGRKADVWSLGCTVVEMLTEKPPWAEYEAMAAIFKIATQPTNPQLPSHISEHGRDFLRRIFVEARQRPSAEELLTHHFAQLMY
MEKK2 WT-MEK5: raises or lowers MEK5 binding to wildtype human MEKK2 PB1 domain. bead flow cytometry, Alexa488-MEK5 binding to MEKK2 WT; actives lie on both sides. binding response (% of control), % at 10 µM. Q9Y2U5. hit rate 1.1% among 290,000; in the data active means binding response below about 67% or above about 130%
UBC9 SUMO inh: blocks human SUMOylation mediated by UBC9 | P63279 | HTRF SUMOylation assay, SAE1/SAE2 + UBC9, in vitro | inhibition, % at 35 µM | hit rate 0.36% among 290,000 | AID 2006; in the data active means inhibition above about 50%, passing the limit was not always enough; further: strong numbers were not always called active
Target sequence (P63279 whole entry, looked up): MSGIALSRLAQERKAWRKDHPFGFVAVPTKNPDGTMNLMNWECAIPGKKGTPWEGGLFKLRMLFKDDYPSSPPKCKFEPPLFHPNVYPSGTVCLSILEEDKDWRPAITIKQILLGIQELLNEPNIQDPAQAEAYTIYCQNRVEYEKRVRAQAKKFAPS
GalR3 antagonist: blocks the human galanin receptor 3; O60755; HEK293 GalR3-CNG cAMP membrane potential fluorescence; galR3 body fused to GalR1 C-terminus; inhibition, % at 3 µM; hit rate 0.44% among 360,000; AID 651719;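 active means inhibition above the screen-wide average plus 3 SD, cut at about 13% in these data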;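 further: forskolin and galanin both at EC90 stimulate the cells; cAMP rise reported by CNG channel membrane potential dye signal; 0% = forskolin plus galanin with DMSO and 100% = forskolin alone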
HCV NS3 hel inh: blocks Hepatitis C virus NS3 helicase unwinding; NS3 helicase DNA unwinding, Cy5 molecular beacon fluorescence; inhibition, % at 10.9 µM; hit rate 0.56% among 290,000;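 active means inhibition above the mean of all tested compounds plus 3 SD, set per campaign, cut at about 35% in these data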;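 further: 0% = DMSO wells and 100% = thioflavine S control wells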
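System: NS3 helicase fragment of HCV / Schedule: 1 h at 25 °C / Control set: DMSO alone as 0% and 110 µM thioflavine S as 100% / Reagent: Cy5/quencher beacon DNA duplex and ATP to start / Technique: Cy5 fluorescence / Replication: singlicate / Evaluation: % inhibition of end-to-start signal ratio versus controls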
MEKK2mut PB1 HTS: signal of MEK5 binding to mutant human MEKK2 PB1 domain. percent response, % at 10 µM. AID 1530. bead flow cytometry, Alexa488-MEK5 binding to MEKK2 mutant. hit rate 0.35% among 290,000; in the data active means percent response above about 24%, passing the limit was not always enough; further: inactives centre near 1; some results filed as inactive read as strong as hits
* marks the source's active call; other numbers are inactive results; x = not tested or not shown; [ ] = remark or other dose. Not all compounds are listed, so the mix of outcomes need not match the whole.

structure	MEKK2 WT-MEK5	MEKK2mut PB1 HTS	MEKK3 PB1 HTS	UBC9 SUMO inh	CRFR2-BP antag	HCV NS3 hel inh	CRFR2-BP ag	DNA FID counter	GalR3 antagonist
Cc1nn(-c2ccccc2)c(C)c1/C=N/NC(=O)CSc1nnc(SCc2cccc3ccccc23)s1	98	2	101	0	-8	8	14	-4	-1
CC(Oc1ccc(-c2ccccc2)cc1)C(=O)N1CCOCC1 (stereo not drawn)	104	15	101	5	32	-4	-0.5	-10	0
CCN(CC)S(=O)(=O)c1ccc(OC)c(NC(=O)c2cc(=O)[nH]c3ccccc23)c1	95	-2	98	-13	-7	7	0.8	-30	0
CC1(C)NC(=O)N(CC(O)CNC23CC4CC(CC(C4)C2)C3)C1=O (stereo not drawn)	105	5	102	7	9	22	-1.6	-6	-4
O=C(N/N=C(/CC(=O)c1cccs1)C(F)(F)F)c1ccc(O)cc1	106	0	102	-3	15	0	-0.3	-5	-11
Cc1cccc(C(=O)NCC2CCCO2)c1 (stereo not drawn)	107	4	99	-2	-6	1	3.1	-4	-2
COc1ccccc1NC(=O)CN1CCN(CC(=O)Nc2ccc(OC)c(OC)c2)CC1	111	7	107	16	18	-1	-2.5	-20	-11
CCC(C)NS(=O)(=O)c1cc2c3c(c1)CCC(=O)N3CCC2 (stereo not drawn)	101	2	99	17	-1	6	-0.7	-8	-2
O=C(Nc1ccc2c(c1)OCCO2)c1cc(F)c(F)cc1Cl	102	7	101	-4	7	7	-0.3	5	-7
N#CCc1c(C#N)c(N)nc(N2CCCC(O)C2)c1C#N (stereo not drawn)	109	1	117	16	2	4	2.5	-11	-1
COC(=O)c1ccccc1NC(=O)NCc1ccccc1	103	-5	114	2	13	11	-0.9	-13	-8
Cc1ccc(S/C(=N\S(=O)(=O)c2ccc(Cl)cc2)c2ccccc2)cc1	87	-2	89	4	18	4	-2.4	0	-2
CC(C)(C)NC(=O)c1cc([N+](=O)[O-])ccc1N1CCCCC1	108	10	100	-10	5	-9	-0.2	-6	-7
CC(=O)Nc1ccc(NC(=O)C2CCCCC2C(=O)O)cc1 (stereo not drawn)	107	2	107	-3	14	0	1.3	2	7
COc1ccc(C(=O)Nc2ccc(S(=O)(=O)Nc3ncccn3)cc2)cc1OC	95	-1	98	-13	8	2	2.5	-16	-1
O=C1C2CCCN2C(=S)N1c1ccc(Cl)cc1 (stereo not drawn)	88	-3	93	3	-4	6	2.3	-1	-7
CCOC(=O)c1c(NC(C)=O)sc2c(O)c(Br)cc(Br)c12	105	0	132*	-16	25	17	-1.8	-7	0
Cn1cnnc1Sc1ccc(/C=C(\CC(=O)O)c2nc3ccccc3s2)cc1[N+](=O)[O-]	103	6	106	9	-3	2	0.3	-25	3
N#Cc1c(-c2ccc(C(F)(F)F)cc2)cc(-c2ccccc2)[nH]c1=S	96	-2	98	0	7	13	-0.1	-11	2
Cc1ccc2nc(N(CCCN(C)C)C(=O)c3ccc(S(=O)(=O)N4CCc5ccccc5C4)cc3)sc2c1	223*	55*	113	4	-78	-36	7.1	28	1
COc1cc(OC)c(C2C(C#N)=C(C)NC(C)=C2C#N)c(C(=O)O)c1	102	2	103	10	0	2	1.3	-1	1
O=C(CSc1ccccc1)Nc1ccc(N2CCOCC2)c(F)c1	111	4	103	-3	-7	-1	-1.6	-13	-2
O=C1c2ccccc2C(=O)N1CCCCON1C(=O)c2ccccc2C1=O	95	-1	100	-5	-12	-1	-8.7	-5	1
CC(C)(O)[C@@H]1Cc2c(ccc3ccc(=O)oc23)O1	103	-4	106	15	0	3	-0.2	0	-7
Fc1ccc(/C=N/NC2=Nc3cccc4cccc2c34)cc1	96	2	106	1	-30	-25	-0.2	-8	-1

Entries listed above printed as active in MEKK2 WT-MEK5.
| Structure | MEKK2 WT-MEK5 | MEKK2mut PB1 HTS | MEKK3 PB1 HTS | UBC9 SUMO inh | CRFR2-BP antag | HCV NS3 hel inh | CRFR2-BP ag | GalR3 antagonist |
| --- | --- | --- | --- | --- | --- | --- | --- | --- |
| Cc1ccc2nc(N(CCCN(C)C)C(=O)c3ccc(S(=O)(=O)N4CCc5ccccc5C4)cc3)sc2c1 | 223* | 55* | 113 | 4 | -78 | -36 | 7.1 | 1 |

The listing continues:
structure	MEKK2 WT-MEK5	MEKK2mut PB1 HTS	MEKK3 PB1 HTS	UBC9 SUMO inh	CRFR2-BP antag	HCV NS3 hel inh	CRFR2-BP ag	DNA FID counter	GalR3 antagonist
COC(=O)CN1C(=O)CC(C)(C)Sc2ccccc21	96	-5	102	-2	-1	0	3.0	-9	-1
CCOC(=O)NC(=O)c1cn(Nc2ncc(C(F)(F)F)cc2Cl)c(=O)[nH]c1=O	97	4	106	11	3	2	1.5	-11	-6
COc1ccccc1N(C(=O)CN1C(=O)c2ccccc2S1(=O)=O)C(C(=O)NCC1CCCO1)c1ccc(F)cc1 (stereo not drawn)	96	-1	98	-2	-17	-4	-1.1	-53	-2
O=C(C1CCN(c2ncnc3c2sc2cccc(F)c23)CC1)N1CCOCC1	112	9	106	15	11	3	-0.5	-24	-1
Cc1ccc(-n2c(SCc3ccc(C#N)cc3)nnc2-c2ccccn2)cc1	95	1	95	12	-5	-13	0.3	-27	13*
O=c1c2ccccc2nc(SCCN2CCOCC2)n1CCc1ccccc1	92	-10	92	0	-13	-10	-0.8	-14	-2
O=C(c1cc2nc(-c3ccco3)cc(C(F)(F)F)n2n1)N1CCCCCC1	89	-9	85	16	-19	15	0.8	-34	-3
Cc1cccc(NS(=O)(=O)c2ccc3c(c2)Cc2cc(S(=O)(=O)Nc4cccc(C)c4C)ccc2-3)c1C	-3.0*	0	88	-9	3	-3	-1.4	-3	-7
CN(CC(=O)NCc1cccs1)S(=O)(=O)c1cccc2nsnc12	3.0*[inhibitor]	-21	2.0*[inhibitor]	-8	6	-2	1.1	-1	0
CCc1ccc(NC(=O)Cc2ccc(NC3=NC4CS(=O)(=O)CC4S3)cc2)cc1 (stereo not drawn)	98	-2	100	6	9	5	-2.0	-12	x
CCCCN1C(=O)/C(=C2/C=CC=CN2C)SC1=S	83	-6	95	2	12	0	-3.9	-4	-6
O=C(CCN1CCN(c2ccccc2)CC1)Nc1cccc(Br)c1	106	5	109	1	-24	-8	0.5	11	x
COc1ccccc1C/C(N)=N/OC(=O)COc1ccccc1C	96	7	108	-14	19	-10	-0.5	-9	-13
Cc1nnc(SCCCN2C(=O)c3ccccc3C2=O)o1	91	-4	88	10	1	-8	-3.2	4	-1
Cc1cc(C)c(S(=O)(=O)N2CCN(c3ccccc3)CC2)c(C)c1	103	3	104	-6	8	-4	2.4	-33	-10
C/C(=N\Nc1ccc(S(N)(=O)=O)cc1[N+](=O)[O-])c1cccs1	94	-1	91	-1	11	0	-2.5	3	-5
CC(NC(=O)CC(O)(C(F)(F)F)C(F)(F)F)c1ccccc1 (stereo not drawn)	102	2	102	0	13	-7	0.2	3	3
CCOC(=O)c1ccc(N2C(=O)CC(N3CC(C)OC(C)C3)C2=O)cc1 (stereo not drawn)	103	3	99	4	-5	4	-1.0	-7	3
O=C(Nc1cccc(S(=O)(=O)Nc2ccc(Cl)cc2)c1)c1ccc(Cl)nc1	100	-4	93	-7	-11	-2	0.5	-1	73*
CC(C)NC(=O)CCCOc1ccc(Cl)cc1Cl	93	-1	97	-2	23	3	-1.8	-12	-1
C=C1C(=O)O[C@H]2C[C@]3(C)C([C@@H](OC(=O)/C(C)=C/C)[C@H]12)[C@](C)(O)CC[C@H]3O (stereo partly drawn)	103	5	106	0	2	12	3.0	-11	1
CCOc1ccccc1N(CC(=O)Nc1ccccc1C(=O)N1CCCC1)S(C)(=O)=O	97	-2	99	-10	10	13	1.0	-27	-8
CCc1c(C)nc2[nH]nc(NC(=O)C(F)(F)F)n2c1=O	102	0	101	14	7	-6	-1.1	1	-9
Nc1c(Cl)cc(-c2csc(N3CCCC3c3nc4cc(Cl)c(Cl)cc4n3CCCO)n2)cc1Cl (stereo not drawn)	96	-2	100	x	-3	x	-1.2	x	11
O=C(O)CC(Cc1ccccc1)c1ccc2c(c1)OCO2 (stereo not drawn)	x	x	x	16	-13	7	1.3	-4	-2
O=C(CCC(=O)Nc1ccccc1)NNS(=O)(=O)c1ccccc1[N+](=O)[O-]	83	-14	73	9	8	-5	2.4	3	-1
Cc1cccc(C(=O)NC2CCN(CC(=O)Nc3ccc4c(c3)OCO4)CC2)c1	91	-6	107	10	29	3	-1.6	2	-1
CCS(=O)(=O)c1ccc(O)c(NC(=O)CC2(CC(=O)O)CCCC2)c1	99	-1	101	6	-1	-4	-1.7	-3	-1
COc1ccc(C)cc1S(=O)(=O)N1CCOCC1	95	-6	99	12	-12	7	-0.3	0	0
Cc1ccc(C2(C(F)(F)F)N=C3Sc4cc(C)ccc4N3C(=O)N2)cc1 (stereo not drawn)	x	x	x	18	x	-10	x	3	-5
CC(C)c1cc(C(=O)N2CCCC(C(=O)c3ccc4ccccc4c3)C2)on1 (stereo not drawn)	99	-1	103	-7	1	-4	3.9	-21	-4
CC1CCN(C(=S)c2ccc(O)cc2)CC1	99	0	105	14	6	-1	-0.8	0	-4
COc1ccc(C(=O)N/N=C/c2cccc3cccnc23)cc1	x	x	x	-6	-2	-5	-1.0	-12	-2
CCOC(=O)NC(O)C(=O)c1cccs1 (stereo not drawn)	108	9	106	15	65*	-7	0.4	1	-2
C=CCC(CC=C)(NC(=O)c1ccccc1C)c1ccccc1	105	4	102	19	-13	-7	2.5	-10	-5
CCN1C/C(=C\c2cccc([N+](=O)[O-])c2)C(=O)/C(=C/c2cccc([N+](=O)[O-])c2)C1	103	0	103	2	-9	-11	-0.8	0	-4
CCOc1ccccc1C(=O)NN1C(=O)C2CCCCC2C1=O (stereo not drawn)	102	2	100	1	12	-13	-0.1	-2	-1
Cn1c(=O)[nH]c(=O)c2c1nc(N1CCCCCC1)n2CCCSc1nnnn1-c1ccccc1	90	-3	88	12	x	3	x	1	x
O=C(CSc1ncnc2c1oc1ccccc12)Nc1ccccc1F	113	5	110	24	3	6	1.2	4	-1
CCc1nn(-c2cc(Oc3ccccc3)nc(-c3ccccc3)n2)c(N)c1C#N	103	7	108	8	3	-1	-2.0	1	1
COc1cccc(Oc2ccc(S(=O)(=O)N3CCCC3)cc2[N+](=O)[O-])c1	100	2	100	-11	20	-11	0.5	-13	-3
CC(C)(C)c1nn2cnnc2n(/N=C/c2ccccc2)c1=O	110	15	101	-24	-20	9	-0.1	2	-3
Cc1nnc(SCC2=C(C(=O)O)N3C(=O)C(NC(=O)Cn4nc(C(F)F)cc4C)C3SC2)s1 (stereo not drawn)	101	4	100	7	1	18	-1.1	-22	-2
CCCC1S/C(=N/N=C/c2ccc(OC)cc2)N(Cc2ccc(OC)cc2)C1=O (stereo not drawn)	95	-4	99	-20	-12	-4	1.3	-6	-3
CC(C)c1nc(SCC(=O)c2ccccc2)c2c(=O)n(C)c(=O)n(C)c2n1	105	9	104	0	-13	-1	1.1	-1	x
Cc1c(C(=O)N(C)c2cccc(Cl)c2)cnn1-c1ccccc1	103	1	102	14	5	-9	-0.1	-30	-10
